KB-V1 MDR tox – KB-V1 MDR subline cytotoxicity. AID 1347076. KB-V1 MDR cells viability, CellTiter-Glo, 72 h. 400,000 compounds, 3.4% hits. Potency, µM (top dose mostly 46.1 µM), for the others: top-dose activity change, negative = cytotoxicity, actives largely listed as cytotoxic; note: potency is the fitted concentration of half-maximal effect; % is set by controls: 0 for no effect and ±100 for the full control effect; nearly all actives have a fitted effect of over 60% in size
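Readout: CellTiter-Glo luminescence, 10 min after addition. Cells: KB-V1 MDR subline, 72 h at 37 degrees C with compound. Analysis: corrected, normalized data fitted to concentration-effect curves.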
D3 ag – activates the human D3 dopamine receptor; P35462; D3R DiscoveRx beta-arrestin cells, luminescence, 90 min; max activation, %; 410,000 compounds, 0.58% hits; in the data active = max activation above about 30%; note: 0% is about no effect; mostly tested at two doses, the higher about 12 µM
Target sequence (P35462 whole entry, looked up): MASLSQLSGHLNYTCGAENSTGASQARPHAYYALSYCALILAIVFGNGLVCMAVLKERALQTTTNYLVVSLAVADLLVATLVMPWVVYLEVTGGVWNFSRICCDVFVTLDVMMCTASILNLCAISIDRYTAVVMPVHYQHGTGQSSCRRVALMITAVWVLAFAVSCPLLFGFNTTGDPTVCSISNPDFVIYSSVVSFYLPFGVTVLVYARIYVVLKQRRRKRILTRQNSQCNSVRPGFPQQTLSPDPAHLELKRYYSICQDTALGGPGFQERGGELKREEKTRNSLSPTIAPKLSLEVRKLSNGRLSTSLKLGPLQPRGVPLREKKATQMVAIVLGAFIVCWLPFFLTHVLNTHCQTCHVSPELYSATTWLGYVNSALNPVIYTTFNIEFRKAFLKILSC
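Agonist-mode cell screen: cells plated at 1500/well and incubated overnight at 37 °C, then exposed to library compounds for 90 min at 37 °C. Detection reagent was added for 30–60 min at room temperature, and luminescence was read.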
KB-3-1 cytotox – KB-3-1 parental cell cytotoxicity. 400,000 compounds, 1.4% hits. AID 1347075. KB-3-1 viability, CellTiter-Glo ATP luminescence, 72 h. Potency, µM (titrated, usually from 46.1 µM), without a hit: top-dose activity change, negative = cytotoxic, most hits filed as cytotoxic; note: potency is the fitted concentration of half-maximal effect; % is set by controls: 0 for no effect and ±100 for the full control effect; nearly all actives have a fitted effect of over 60% in size
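Luminescent ATP read-out (CellTiter-Glo) measures survival of drug-naive KB-3-1 cells after 72 h compound exposure at 37 °C. Titration series was screened from lowest to highest concentration, with DMSO vehicle plates as background controls.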
SW480 rerep – inducers of DNA re-replication in SW480 colon cancer cells; SW480 DNA re-replication, Hoechst DNA content imaging, 48 h; 340,000 compounds, 1.8% hits; Potency, µM (series often up to 46.1 µM), for the others: top-dose re-replication activation, actives largely listed as activators; AID 624297; note: potency is the fitted concentration of half-maximal effect; % of control where 0% means no effect; nearly all actives have a fitted effect of over 55% in size
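Per well, 250 cells were exposed to pinned compound for 48 hr. Nuclear DNA was visualised with Hoechst (40 min, 37 C) and total object intensity recorded by fluorescence scanning.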
IL-1B inflam inh – blocks inflammasome-driven IL-1 beta release | THP-1 LPS/ATP IL-1B secretion, AlphaLISA, 16 h; stronger effect = lower value | activity change, % at 57.5 µM | 360,000 compounds, 4.7% hits; in the data active = activity change below about -50%; inconclusive = mostly about -30% to -49%; note: % is set by controls: 0 for no effect and ±100 for the full control effect
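THP-1 cells pretreated 1 hr with compounds (up to 57.5 uM final), then stimulated with LPS (250 ng/mL final) plus ATP (1.25 mM final); secreted IL-1B measured by AlphaLISA after 16 hr, decreased signal indicating inhibition.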
D3 antag – blocks the human D3 dopamine receptor; D3R cells, DiscoveRx beta-arrestin luminescence, antagonist mode; stronger effect = lower value; 360,000 compounds, 2.5% hits; max response, negative = inhibition, %; P35462; in the data active = max response below about -50%; inconclusive = no clear call, values can overlap the other calls; note: % is set by controls: 0 for no effect and ±100 for the full control effect; mostly tested at two doses, the higher about 12 µM
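Cells expressing the human receptor were seeded at 1500 cells/well, incubated overnight at 37 degrees C in 5% CO2, then exposed to library compounds with dopamine controls for 90 minutes at 37 degrees C before luminescent detection.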
GLP-1R agonist – GLP-1 receptor (human) agonism | HEK293 GLP-1R CRE-luciferase, luminescence, 4-6 h; cells express a hypersensitive GLP-1R form | 380,000 compounds, 0.007% hits | Potency, µM (doses to about 45.6 µM), inactives show at the top dose activation, most hits filed as activators | AID 624172 | P43220; note: potency is the fitted concentration of half-maximal effect; % of control where 0% means no effect
Target sequence (P43220 whole entry, looked up): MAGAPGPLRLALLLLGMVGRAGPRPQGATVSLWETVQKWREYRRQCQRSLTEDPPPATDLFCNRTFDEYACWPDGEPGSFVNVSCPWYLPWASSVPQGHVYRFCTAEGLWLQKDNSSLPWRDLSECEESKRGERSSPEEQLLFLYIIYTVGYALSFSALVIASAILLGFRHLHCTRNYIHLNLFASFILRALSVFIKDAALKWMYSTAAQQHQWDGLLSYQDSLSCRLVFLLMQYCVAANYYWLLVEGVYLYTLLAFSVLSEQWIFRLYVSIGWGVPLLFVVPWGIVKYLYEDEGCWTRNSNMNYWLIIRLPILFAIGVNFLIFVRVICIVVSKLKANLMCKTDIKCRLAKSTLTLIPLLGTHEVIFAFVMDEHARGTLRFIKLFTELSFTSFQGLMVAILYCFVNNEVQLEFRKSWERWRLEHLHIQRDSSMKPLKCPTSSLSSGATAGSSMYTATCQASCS
HT1080 IDH1KD tx – kills HT-1080 cells with IDH1 knockdown; HT-1080 IDH1 knockdown viability, ATP luminescence, 48 h; Potency, µM (series often up to 46.1 µM), for the others: top-dose activity, negative = toxicity, hits mostly cytotoxic; 360,000 compounds, 2% hits; AID 686971;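 note: potency is the fitted concentration of half-maximal effect; 0% = DMSO wells and -100% = cell-free medium wells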
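HT-1080-IDH1KD cells (IDH1 knocked down), 750/well in RPMI with 5% FBS, treated with compound 48 h at 37 degrees C. Viability by CellTiter-Glo luminescence, normalised to DMSO and no-cell wells; concentration-response curves classed.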
HT1080NT lethal – kills 2HG-producing HT-1080-NT fibrosarcoma cells. AID 686970. Potency, µM (series often up to 46.1 µM), for inactives: top-dose activity, negative = less viability, hits mostly cytotoxic. 360,000 compounds, 1.6% hits. HT-1080-NT fibrosarcoma viability, CellTiter-Glo ATP luminescence, 48 h;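 note: NT is the 2HG producing partner of a matched IDH1 knockdown line; potency is the fitted concentration of half-maximal effect; 0% = DMSO-treated cells and -100% = media-only wells without cells; nearly all actives have a fitted effect of over 55% in size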
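HT-1080-NT; 750 cells/well; 5% FBS RPMI; 48 h compound, 37 degrees C; CellTiter-Glo luminescence; curve fitting and curve-class assignment.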
The depositor's hits bear a star; i = inactive; ? = inconclusive; / = no result given; [ ] = another dose, or the depositor's remark. Unless noted, calls come from the whole dose curve; as a rule, active = well fitted curve in the direction sought with a large enough effect; inconclusive = small, poorly fitted or top-dose-only effect, or another doubt; inactive = no such curve, though single readings can be large; an effect the other way counts as inactive or inconclusive.

SMILES	KB-V1 MDR tox	D3 ag	KB-3-1 cytotox	SW480 rerep	IL-1B inflam inh	D3 antag	GLP-1R agonist	HT1080 IDH1KD tx	HT1080NT lethal
CNc1cncc(-c2c(OC)cccc2OC)n1	-7.4%	-7.3	?	/	-2.1	-16.6	-3.7%	-2.3%	-3.2%
COc1ccccc1Nc1nc(N)nc(CSc2nncn2C)n1	-7.6%	-3.7	-6.2%	1.1%	0.1	9.5	0.0%	-0.1%	-2.5%
O=C(/C=C/c1ccco1)NC(=S)Nc1cc(-c2nc3ccccc3s2)ccc1Cl	?	-4.3	-10.7%	?	16.7	-21.2	0.2%	?	?
CCCCN1CCNC[C@H]1Cc1ccc(O)cc1	-7.7%	-9.8	-11.8%	-0.7%	-1.1	-92.1*	-0.1%	-5.7%	-17.2%
Cc1nc2ccccc2c(=O)n1/N=C/c1ccccc1OC(F)F	-6.6%	8.4	6.5%	-6.5%	-12.8	12.2	13.8%	2.6%	-6.1%
COc1ccc(-n2cnnc2SCC(=O)Nc2ccc(N3CCOCC3)cc2)cc1	4.7%	2.0	1.2%	6.2%	-0.2	-18.5	-7.1%	0.9%	3.0%
NNc1nc2c(Cl)c(Cl)ccc2s1	-19.0%	-23.0	22.5%	-1.7%	-59.7*	?	1.7%	-25.6%	-13.8%
COc1cccc(C(=O)NCC2CCCN2S(=O)(=O)c2ccccc2)c1 (stereo not drawn)	-7.8%	-0.2	-1.3%	?	21.3	3.7	19.4%	-11.5%	-6.7%
S=C(Nc1ccccc1)Nc1nc2ccccc2n1CCOc1ccc(Br)cc1	0.0%	4.2	15.9%	-3.7%	2.3	7.1	12.9%	1.4%	5.5%
COc1ccc(-c2nc3ncccc3n2O)cc1	1.1%	-9.7	-6.4%	-4.8%	-6.4	-16.0	-0.3%	-2.2%	-2.0%
CN(C)C(CNC(=O)C1CC(=O)N(c2cccc(C(F)(F)F)c2)C1)c1ccccc1 (stereo not drawn)	?	-2.0	-0.1%	/	-15.8	18.4	1.6%	-1.3%	-8.1%
COc1ccc2c(c1)[nH]c1c(=O)n(/N=C/c3ccc(OC)c(COc4ccccn4)c3)cnc12	12.8%	8.3	-9.1%	1.4%	-27.8	8.9	4.9%	-0.4%	-10.1%
CSC1=N/C(=C\c2ccc(Cl)cc2)C(=O)N1N(C)C	-10.6%	10.5	-6.5%	?	/	7.3	24.2%	-17.0%	-1.6%
Cc1nc2ccc(S(=O)(=O)NC(C(=O)Nc3nccs3)C(C)C)cc2s1 (stereo not drawn)	-9.0%	-4.8	-12.9%	1.2%	5.3	29.6	-2.8%	1.7%	-2.1%
CCN(CC)c1ccc(CNc2nnnn2C)cc1	8.3%	1.2	-4.7%	3.1%	12.6	-11.7	-1.7%	3.2%	-6.4%
CN(C)/C=C/C(=O)c1ccc(C(F)(F)F)cc1F	0.6%	-1.5	-14.6%	-0.4%	-12.1	-3.5	-8.9%	5.2%	13.0%
O=C(O)c1cc(C(=O)O)cc(N2C(=O)CSC2=S)c1	-7.5%	4.3	-8.2%	-17.3%	0.0	0.9	-2.2%	9.5%	18.3%
C/C(Cc1ccccc1)=N\NC(=O)c1cccnc1	4.4%	-3.7	2.1%	?	49.2	-2.1	0.9%	-11.7%	-1.6%
CCC1(CC(C)C)SC(N)=NC1=O (stereo not drawn)	-4.4%	8.2	0.0%	0.6%	10.1	3.6	-1.0%	10.7%	16.9%
CCOc1ccc(C(=O)c2cn(CC(=O)Nc3ccc(F)cc3)c3cc4c(cc3c2=O)OCO4)cc1	28.5%	-10.5	?	/	/	/	-0.9%	/	/

Complete entries, looked up by structure. Screens in order: KB-V1 MDR tox	D3 ag	KB-3-1 cytotox	SW480 rerep	IL-1B inflam inh	D3 antag	GLP-1R agonist	HT1080 IDH1KD tx	HT1080NT lethal
Shown for `CCC1(CC(C)C)SC(N)=NC1=O` (stereo not drawn) → -4.4%	8.2	0.0%	0.6%	10.1	3.6	-1.0%	10.7%	16.9%
Shown for `CN(C)C(CNC(=O)C1CC(=O)N(c2cccc(C(F)(F)F)c2)C1)c1ccccc1` (stereo not drawn) → ?	-2.0	-0.1%	/	-15.8	18.4	1.6%	-1.3%	-8.1%
Shown for `CCN(CC)c1ccc(CNc2nnnn2C)cc1` → 8.3%	1.2	-4.7%	3.1%	12.6	-11.7	-1.7%	3.2%	-6.4%

The listing continues:
SMILES	KB-V1 MDR tox	D3 ag	KB-3-1 cytotox	SW480 rerep	IL-1B inflam inh	D3 antag	GLP-1R agonist	HT1080 IDH1KD tx	HT1080NT lethal
NS(=O)(=O)c1ccc(CCNC(=O)CNC(=O)c2ccccc2Br)cc1	-0.6%	5.0	7.6%	-1.5%	5.3	3.9	1.4%	14.4%	15.5%
Cc1cc(=O)oc(C)c1C(=O)NCCCN1CCN(c2ccccc2F)CC1	-3.0%	-15.1	1.5%	-2.3%	0.0	?	-8.6%	?	-10.5%[9.24 µM]
COc1ccc(NC(=O)CCNC(=O)c2ccco2)c(OC)c1	9.0%	3.1	2.8%	-8.1%	-13.7	-8.3	6.8%	-0.5%	3.9%
CC(=O)Nc1ccc(NC(=O)c2ccc(-c3c(C)noc3C)c3ccoc23)cc1	-18.1%	5.3	-0.3%	/	-5.3	7.6	0.0%	-24.9%	-1.2%
Cc1nn(-c2ccc(F)cc2)c2nc(N)c(C#N)c(-c3cccs3)c12	?	-4.5	?	-3.7%	9.5	10.7	0.2%	-11.0%	-20.6%
O=c1c2ccccc2nc2n1C(CSc1ccc(F)cc1)CS2 (stereo not drawn)	5.0%	0.7	6.7%	-3.0%	13.9	6.9	-2.2%	1.0%	19.4%
O=C(COC(=O)C1CC2CCCC(C1)C2=O)NNC(=O)c1ccc([N+](=O)[O-])cc1 (stereo not drawn)	2.7%	0.2	?	-1.0%	-7.3	12.9	0.9%	-3.6%	-1.5%
COc1ccc(-c2cc(=O)oc3cc(OC(C)C(=O)NC4CC4)ccc23)cc1 (stereo not drawn)	19.6%	-7.6	?	1.4%	-2.0	16.2	-7.1%	6.3%	1.9%
COC(=O)c1[nH]c2ccc(C)cc2c1NC(=O)C1=COCCO1	1.6%	-0.1	17.6%	-6.7%	-26.2	2.5	-10.1%	5.5%	5.9%
CCN(CC)CCNC(=O)c1ccc(CS(=O)(=O)c2ccccc2C)o1	?	-16.0	25.4%	0.1%	5.6	1.7	-1.9%	14.5%	3.4%
O=c1cc(O)nc(SCc2ccccc2)n1-c1ccc(Cl)cc1	-0.4%	-3.3	3.3%	?	-2.3	41.0	-0.4%	-16.6%	-26.0%
COc1ccc(Cl)cc1S(=O)(=O)N1CCC(O)(c2ccc(Cl)cc2)CC1	-12.5%	3.1	2.0%	1.7%	6.2	-8.4	7.7%	1.0%	-10.1%
CN1CCN(C(=O)c2ccccc2NC(=O)c2cccc(Cl)c2)CC1	/	5.9	/	-1.8%	0.3	9.6	-10.2%	4.8%	0.0%
O=C(NCC(c1ccco1)N1CCCC1)c1cc(=O)[nH]c2ccccc12 (stereo not drawn)	?	3.1	8.4%	1.7%	18.1	-1.7	3.2%	0.1%	3.3%
COc1ccc(/C(N)=N/OC(=O)c2cccc([N+](=O)[O-])c2)cc1	5.9%	4.5	9.3%	-0.4%	20.7	7.9	-4.8%	10.7%	11.6%
COc1ccccc1C(=O)NC(CCSC)C(=O)N1CCC(Cc2ccccc2)CC1 (stereo not drawn)	-4.5%	-11.2	-5.1%	3.7%	-59.6*	-0.2	22.3%	-4.9%	-8.9%
Cc1nccn1CCCNCc1c(C(=O)N2CCCCCCC2)nc2ccc(Cl)cn12	-6.5%	-10.8	-0.9%	?	-21.8	-22.6	7.2%	14.6%	-7.9%
CCOc1ccc2nc(SCC(=O)c3ccc(C)s3)sc2c1	1.1%	-1.5	9.3%	-2.6%	9.6	18.3	15.0%	-7.8%	2.2%
O=C1Cc2ccccc2C(=O)N1Cc1ccccc1	?	0.5	1.8%	-0.8%	-13.2	2.8	-25.4%	17.6%	13.0%
COc1ccccc1NC(=O)CSc1nc(O)cc(=O)[nH]1	-15.5%	-9.5	-0.4%	2.1%	8.4	-16.0	-1.0%	0.0%	16.8%
O=C(c1cc2ccccc2o1)n1nnc2ccccc21	11.7%	3.6	3.6%	1.5%	12.8	-16.9	5.0%	4.1%	5.5%
COC(=O)Nc1ccc(Cn2cc(C(F)(F)F)ccc2=O)cc1	6.1%	-5.4	-5.7%	-2.9%	7.0	-4.4	6.2%	-0.8%	4.6%
CCCCn1c(=N)n(CC(=O)c2ccco2)c2ccccc21	1.3%	1.6	28.5%	1.5%	?	21.3	1.9%	-5.3%	?
C=CCOC(=O)/C(=C\c1cccc2ccccc12)NC(=O)c1ccccc1	0.0%	4.6	0.1%	-3.6%[9.22 µM]	8.0	27.5	0.7%	-11.5%	-14.1%
O=C1CCN(CCCc2ccccc2)CCN1[C@H](CO)c1ccccc1	-22.8%	-4.3	2.6%	-44.5%[inhibitor]	-12.2	0.0	6.7%	0.7%	-0.8%
Clc1ccc(Nc2ccc(-n3ccnc3)nn2)cc1Cl	?	1.7	-10.7%	0.6%	?	-6.9	-2.9%	?	?
CCOC(=O)c1c(-c2ccc(Cl)cc2)csc1NC(=O)CNCc1ccco1	-8.0%	23.9	-1.7%	-10.5%	14.7	0.0	?	-12.0%	-4.7%
COc1cc(OC)cc(N2C(=O)CC(N3CCC(C(=O)N4CCCCC4)CC3)C2=O)c1 (stereo not drawn)	-4.6%	-2.6	26.5%	0.0%	i	-2.1	3.6%	12.8%	-4.5%
CN1CCN(Cn2cc(/C=C/C(=O)c3ccccc3)c3ccccc32)CC1	?	-1.2	-1.9%	?	-65.9*	0.3	0.7%	-0.2%	4.8%
O=C(CN(C(=O)c1csnn1)c1ccccc1C(F)(F)F)NCc1ccccc1	1.2%	-0.5	17.8%	5.3%	-11.9	-3.6	10.5%	1.4%	-0.1%
O=C(CNC(=S)N(Cc1ccccc1)Cc1cccnc1)NC1CC1	3.1%	1.7	1.3%	-2.2%	5.9	3.5	3.7%	-6.5%	-0.5%

High-throughput results deposited in PubChem by National Center for Advancing Translational Sciences (NCATS).
